GPR151 ag = activators of human GPR151, primary screen, cell-based, PathHunter beta-arrestin, luminescence; G-protein coupled receptor 151 (Homo sapiens), Q8TDV0; PathHunter beta-arrestin GPR151 cells; activation, % at 11.2 µM; actives 1% (n = 650,000); AID 1508602, 2020; in the data active means activation above about 4.9%;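 further: 0% = median of compound wells and 100% = cells with positive control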
Target sequence (Q8TDV0 whole entry, looked up): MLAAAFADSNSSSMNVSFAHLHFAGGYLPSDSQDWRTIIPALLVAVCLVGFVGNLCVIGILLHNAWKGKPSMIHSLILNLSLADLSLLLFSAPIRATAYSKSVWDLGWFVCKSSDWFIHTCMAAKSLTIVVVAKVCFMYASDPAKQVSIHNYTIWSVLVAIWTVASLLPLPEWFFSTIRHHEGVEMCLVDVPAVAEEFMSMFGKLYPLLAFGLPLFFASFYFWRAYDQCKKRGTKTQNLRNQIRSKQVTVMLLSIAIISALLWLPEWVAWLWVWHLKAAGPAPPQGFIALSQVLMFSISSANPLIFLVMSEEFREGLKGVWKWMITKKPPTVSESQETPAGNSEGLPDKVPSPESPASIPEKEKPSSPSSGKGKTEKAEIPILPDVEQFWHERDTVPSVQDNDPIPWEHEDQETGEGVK
TEAD-YAP inh = TEAD-YAP interaction inhibition, primary screen, TEAD-YAP interaction inhibitor project, luminescence, HEK-TIYL cells | TEAD-Gal4/YAP UAS-luciferase luminescence | actives 1.4% (n = 640,000) | inhibition, % at 9.12 µM; in the data active means inhibition above about 32%;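 further: 0% = median of test compound wells and 100% = reference inhibitor wells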
MITF inh = MITF inhibitors, primary screen, biochemical, AlphaScreen, human; actives 0.91% (n = 650,000); Microphthalmia-associated transcription factor (Homo sapiens), O75030; AlphaScreen MITF homodimerization, bead proximity signal; inhibition, % at 2.6 µM; in the data active means inhibition above about 50%;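 further: 0% = vehicle wells with protein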
Target sequence (O75030 whole entry, looked up): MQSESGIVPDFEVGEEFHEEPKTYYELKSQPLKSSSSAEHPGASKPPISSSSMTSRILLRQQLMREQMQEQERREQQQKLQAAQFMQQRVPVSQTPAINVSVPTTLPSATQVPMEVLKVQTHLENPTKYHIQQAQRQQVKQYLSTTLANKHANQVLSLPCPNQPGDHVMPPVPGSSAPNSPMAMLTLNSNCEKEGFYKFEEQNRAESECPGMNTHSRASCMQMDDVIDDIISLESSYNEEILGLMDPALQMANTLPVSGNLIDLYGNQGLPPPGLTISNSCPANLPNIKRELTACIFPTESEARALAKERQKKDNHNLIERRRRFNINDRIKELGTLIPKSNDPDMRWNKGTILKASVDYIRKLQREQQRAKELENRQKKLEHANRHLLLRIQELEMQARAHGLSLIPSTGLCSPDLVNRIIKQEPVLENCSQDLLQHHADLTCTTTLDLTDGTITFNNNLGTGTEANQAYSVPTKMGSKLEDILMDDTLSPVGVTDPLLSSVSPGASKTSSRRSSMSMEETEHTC
FBW7 act = FBW7 E3 ligase activators, primary screen, biochemical, AlphaScreen, human; AID 1259310, 2017; actives 0.13% (n = 650,000); AlphaScreen FBW7–phospho-cyclin E peptide binding, activator screen; normalized activity (activation), % at 26.1 µM; F-box/WD repeat-containing protein 7 (Homo sapiens), Q969H0; in the data active means normalized activity above about 1.9%;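 further: purified mutant Fbw7 with reduced substrate affinity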
* marks the source's active call; other numbers are inactive results; nt = no result given.

entry | SMILES | GPR151 ag | TEAD-YAP inh | MITF inh | FBW7 act
1 | Cc1ccccc1C(=O)Nc1c2c(nn1-c1ccccc1C)CSC2 | 0.4 | 1 | 6 | 0.0
2 | COc1ccc(OC)c(N(CC(=O)NC2CCCCCC2)S(C)(=O)=O)c1 | 1.2 | 1 | -7 | -0.1
3 | COCCCN=C1NS(=O)(=O)c2ccccc21 | 0.0 | 0 | 12 | 0.9
4 | O=S(=O)(c1ccccc1)c1nc(-c2ccccc2F)oc1NCc1cccnc1 | 0.3 | 5 | -10 | -0.2
5 | CC/C(=C/C(=O)c1ccncc1)Nc1ccc(O)cc1 | 0.3 | -2 | 20 | -0.3
6 | COc1cc(C(=O)NC(C)CCc2ccccc2)c([N+](=O)[O-])cc1OC (configuration not stated) | -0.9 | 11 | 0 | 0.2
7 | O=C(c1cn(C[C@H]2CCCN(C(=O)c3ccco3)C2)nn1)N1CCOCC1 | 0.0 | -13 | -14 | -0.1
8 | CN(C)CCOc1nc(-c2ccccc2)nc2c1oc1ccccc12 | -0.3 | 6 | 1 | -0.2
9 | CCOC(=O)C1=C(C)NC2=C(C(=O)CC(C)(C)C2)C1c1ccccc1Cl (configuration not stated) | -1.6 | 23 | -5 | 1.4
10 | Cc1cnc(NC(=O)CSc2nc3ccccc3s2)s1 | 1.1 | -5 | 12 | 0.0
11 | COc1ccc(C2=NN(C(=O)c3ccccc3Cl)C(c3cccc([N+](=O)[O-])c3)C2)cc1 (configuration not stated) | 0.8 | 2 | 2 | -0.3
12 | CCOC(=O)COc1c(I)cc(C(=O)O)cc1OCC | 1.9 | -3 | 6 | 0.1
13 | COC(=O)Nc1ccc(OC)cc1[N+](=O)[O-] | 3.7 | 7 | 11 | 0.1
14 | CN(C)CCCNC(=O)c1ccc(CN(c2ccccc2)S(C)(=O)=O)cc1 | -0.6 | -5 | 3 | 0.0
15 | N#Cc1c(NC(=O)CCN2C(=O)c3ccccc3C2=O)sc2c1CCCCC2 | 0.5 | 17 | 7 | 0.5
16 | CSc1ncccc1C(=O)NCc1ccc2c(c1)OCO2 | 0.3 | 1 | -11 | -0.1
17 | COc1ccc(C2(O)CCN(CC(=O)Nc3nccs3)CC2C)cc1 (configuration not stated) | -0.1 | 6 | 42 | 0.1
18 | CCCn1nnnc1NC(=O)COc1ccc(Cl)cc1Cl | 0.0 | 3 | -2 | -0.1
19 | Cc1ccccc1C(=O)Nc1ccc(S(=O)(=O)N2CCC(C)CC2)cc1 | -0.2 | 4 | 1 | -0.2
20 | Cc1cc(C)cc(-n2c(/C=C\c3cccc(C(F)(F)F)c3)nc3ccccc3c2=O)c1 | 1.1 | -2 | -21 | 0.0
21 | O=C(CSc1nnc2sc3ccccc3n12)Nc1ccc(F)c(Cl)c1 | -0.2 | 2 | -7 | -0.2
22 | Cc1cccc(N(CC(=O)N(C)C)S(C)(=O)=O)c1 | 1.2 | -6 | 3 | 0.0
23 | O=[N+]([O-])c1ccc(O)cc1C=Nc1ccc(N2CCOCC2)cc1 | -0.5 | 9 | 1 | -0.1
24 | CCOc1ccc(N(C(=O)Cc2cccc(C)c2)C2C=CS(=O)(=O)C2)cc1 (configuration not stated) | 2.5 | 12 | 15 | 0.1
25 | FC(F)C(F)(F)C1=CC(c2cccs2)=NCCN1 | 0.5 | 11 | 12 | 0.2
26 | COc1cccc(NC(=O)c2sc3nc(C)nc(N4CCN(C)CC4)c3c2C)c1 | -1.0 | -1 | 3 | 0.0
27 | C=CCc1c(C)nc(C)nc1N/N=C/C=C/c1ccccc1 | 0.1 | 11 | 6 | -0.1
28 | CCCCCCCCCCCCC(=O)N[C@H]1CCOC1=O | 0.5 | nt | 19 | nt
29 | O=C1COc2cc(-c3c(NCc4ccccc4)c(=O)c3=O)ccc2N1 | -1.7 | 8 | 11 | 0.0
30 | CCOC(=O)c1cc(S(=O)(=O)NCCCN(C)Cc2ccccc2)cn1C | -0.1 | 8 | 8 | 0.3
31 | O=C1CCC(=O)N1c1ccc(CSc2nc3ccccc3[nH]2)cc1 | -0.1 | -49 | 11 | 0.3
32 | OCC(O)C1OC2OC3(CCCCC3)OC2C1O (configuration not stated) | -0.8 | 2 | 12 | -0.1
33 | O=C(O)CNC(=O)CC1S/C(=N\N=C2/NC(=O)CS2)NC1=O (configuration not stated) | -0.7 | 3 | 36 | 0.0
34 | COc1ccc(/C=C2\C(=O)NC(=O)N(Cc3ccccc3)C2=O)cc1C | -1.1 | 3 | 12 | 0.2
35 | CC(C)=NNc1nc2sc3c(c2c(=O)n1-c1ccc(C)cc1)CC(C)(C)OC3 | 0.0 | 0 | -8 | -0.2
36 | Cc1nn(-c2ccccc2)c2nc(Cl)c(C(=O)O)cc12 | 0.2 | 8 | 12 | 0.5
37 | Cc1ccc(-n2nc3c(c2NC(=O)c2ccccc2C)CSC3)c(C)c1 | 3.8 | -4 | -3 | 0.1
38 | CCCC(=O)CN1C(=O)C2(OCCO2)c2ccccc21 | -0.7 | -2 | 5 | -0.1
39 | NS(=O)(=O)c1ccc(N2C(=O)/C(=C\c3cccs3)SC2=S)cc1 | -0.1 | -9 | 5 | 0.0
40 | Cc1cc(C)c2c(NC(=O)c3ccccc3Cl)c(C(=O)O)sc2n1 | 0.1 | -5 | -12 | -0.1
41 | CCC(c1nnc(SCC(=O)Nc2ccc3c(c2)CCC3)o1)N(C)C (configuration not stated) | 1.2 | 8 | 6 | 0.3
42 | Cc1ccc(N2C(=O)c3ccc(-c4nc5ccccc5c(=O)o4)cc3C2=O)c(C)c1 | 0.6 | -7 | -3 | -0.1
43 | O=C(NCC(c1ccco1)N1CCOCC1)C1CCCCC1 (configuration not stated) | -2.8 | 7 | 17 | 0.2
44 | Cc1cccn2c(=O)c3cc(C(=O)NCCN(C)C)n(C)c3nc12 | -0.5 | -1 | 10 | -0.1
45 | COc1cc2c(cc1OC)C(c1ccc(C)cc1C)NCC2 (configuration not stated) | -0.6 | 15 | 2 | -0.1
46 | COc1ccc(C2OC(=O)C(C)(C)C(=O)C2C(C)C)cc1 (configuration not stated) | -0.5 | -3 | -10 | -0.2
47 | CN(C(=O)c1ccccc1F)C(C(=O)Nc1ccc2c(c1)OCCO2)c1ccccc1 (configuration not stated) | -1.4 | 10 | 42 | 0.0
48 | CC(CCOC(=O)CN1CCCCC1)CCc1ccccc1 (configuration not stated) | -0.8 | 6 | 17 | -0.1
49 | Cc1ccc(-n2c(C)nc3ccc(NC(=O)c4cccnc4)cc3c2=O)cc1 | 2.4 | -18 | -1 | -0.3
50 | N#C/C(=C(/O)COC(=O)C12CC3CC(CC(C3)C1)C2)c1nc2ccccc2[nH]1 | -0.3 | 3 | -11 | -0.7

Other compounds.
#	compound	GPR151 ag	TEAD-YAP inh	MITF inh	FBW7 act
51	Cc1cc(Br)ccc1NC(=O)CCc1ccccc1	1.5	-76	-10	0.1
52	O=C(Nc1ccc(CN2CCCCC2)cc1)c1cccnc1Cl	0.6	9	7	-0.2
53	COc1ccc(CNC(=O)C(NS(=O)(=O)c2ccc3c(c2)oc(=O)n3C)C(C)C)cc1 (configuration not stated)	3.8	-12	-5	-0.1
54	COc1ccc2c(c1)OC(C)CN(CC(=O)NCCc1cnn(-c3ccccc3)c1)C2 (configuration not stated)	0.4	-7	-6	0.1
55	CC[C@@H]1NC(=O)[C@H]2CN(C(=O)c3ccccc3OC)CCN2C1=O	-0.5	7	18	0.1
56	CC(=O)c1ccc(NC(=O)CSc2nnc(C3CC3)n2C)cc1	2.4	14	10	-0.1
57	COC(=O)N1CCN(CCNC(=O)NCCCc2ccccc2)CC1	4.5	-1	3	0.4
58	COCCn1c(SCC(=O)c2ccc(F)cc2)nc2cccnc21	-0.2	-1	0	-0.1
59	COc1ccc(C2C(C(=O)NCC3CCCO3)c3ccccc3C(=O)N2C)cc1 (configuration not stated)	-0.3	-1	-1	-0.1
60	Cc1cc(C)nc(NS(=O)(=O)c2ccc(NC(=O)Cc3ccc(Cl)cc3)cc2)n1	-1.8	3	19	0.2
61	Fc1ccc(NC(=S)NCCc2c[nH]c3ccccc23)cc1	-0.9	-2	19	0.4
62	COCCCNC(=O)Cn1cc(/C=C(\C#N)C(=O)NCC2CCCO2)c2ccccc21 (configuration not stated)	1.0	11	11	0.1
63	CCN(CC)CCCNC(=O)CNC(=O)C1c2ccccc2C(=O)N(C2CCCCC2)C1c1ccc(OC)cc1 (configuration not stated)	0.0	-2	3	-0.1
64	CCOC(=O)C1=CN(C)C=C(C(=O)OCC)C1c1cccs1	-1.0	3	1	0.2
65	COc1ccc(CCn2c(=O)[nH]c3c(C(N)=O)nc(-c4ccccc4)nc32)cc1	1.1	-2	-10	-0.1
66	Cc1ccc(NC(=O)CCNS(=O)(=O)c2ccc(Cl)c(C(F)(F)F)c2)cc1	0.9	1	0	0.3
67	CN1C(=O)C(=Cc2ccc(OC(=O)c3ccccc3F)cc2)C(=O)N(C)C1=O	-0.3	1	6	-0.9
68	CCCCN(C1=NC2CS(=O)(=O)CC2S1)c1ccc(Cl)cc1 (configuration not stated)	1.0	4	4	-0.2
69	Cc1cc2nnc(SCC(=O)Nc3cccc4ccccc34)n2c(N)n1	-0.9	1	-2	0.0
70	COCCn1nnnc1C(c1cc2cccc(C)c2[nH]c1=O)N1CCN2CCCC2C1 (configuration not stated)	-0.1	-4	-9	-0.1
71	CN1CCC(N(C(=O)c2cccs2)C2CC2)CC1	-1.0	5	-20	0.0
72	CCOc1cc(CO)ccc1OCC(=O)Nc1ccc(F)cc1	1.0	-6	-13	-0.1
73	CS(=O)(=O)c1ccc(N2CCN(c3ccccn3)CC2)c(F)c1	-1.2	-29	-5	-0.2
74	O=C(COC(=O)c1cccc(Cl)c1)NCc1ccco1	0.2	1	-5	0.0
75	CCc1c(C)sc(NC(=O)c2ccccc2C)c1C(=O)OC	3.1	-7	-29	-0.1
76	CC(=O)c1ccc(NC(=O)Nc2ccc(C)cc2OC(F)F)cc1	-0.4	-3	-9	0.1
77	COc1ccccc1NC(=O)CN1C(=O)CC(c2ccc(OC)c(OC)c2)Sc2ccccc21 (configuration not stated)	-1.6	-10	6	0.0
78	C=CCNC(=O)CCCc1nnc2n3nc(-c4ccccc4)nc3c3ccccc3n12	0.6	2	16	0.4
79	O=C(O)c1ccc(N2N=C(c3ccccc3)CC2c2ccccc2)cc1 (configuration not stated)	0.3	13	1	0.3
80	C=CCn1c(N2CCC(C(=O)Nc3ccc4c(c3)OCCO4)CC2)nc2ccccc21	-0.1	8	12	0.0
81	Cc1cccc(-n2c(CNC(=O)c3ccco3)nnc2SCC(=O)Nc2nccs2)c1	-1.4	-6	12	0.0
82	COc1ccc2oc(-c3ccccc3[N+](=O)[O-])cc(=O)c2c1	0.0	-12	6	-0.1
83	COc1ccc(/C=C/C(=O)c2c(O)c(OC)c3occc3c2OC)cc1OC	0.0	-1	9	-0.2
84	O=C(NCc1ccccc1)C(=O)NCC(c1cccnc1)N1CCN(c2ccccc2)CC1 (configuration not stated)	0.0	10	13	0.0
85	COc1ccc(OC)c(NC(=O)COc2ccc(C)c(C)c2)c1	-1.1	4	14	0.2
86	O=C(Nc1nccc(-c2ccccc2Oc2ccccc2)n1)C1CCOC1 (configuration not stated)	-1.5	-2	7	0.7
87	CC(C)n1c(N2CCN(C(=O)Nc3ccc(Cl)cc3)CC2)nc2ccccc21	-0.9	6	-6	0.0
88	COc1ccc(-c2csc(NC(=O)COc3ccc(Cl)cc3)n2)cc1	-0.2	-6	-5	-0.1
89	COc1cccc(-c2nc3ccccc3c(=O)n2NC(=O)/C=C/c2ccccc2Cl)c1	-1.1	-3	-1	-0.1
90	CC(C)n1ccc(C(=O)Nc2cccc(-c3nc4ccccc4[nH]3)c2)n1	4.2	-18	-1	-0.1
91	COC(=O)C1CC(=O)N(CCC(C)C)C12CCN(Cc1c[nH]c3ccccc13)CC2 (configuration not stated)	-0.9	8	-11	0.2
92	Cc1ccc(/C(O)=C2/C(=O)C(=O)N(CCCC(=O)O)C2c2ccc(C(C)C)cc2)cc1 (configuration not stated)	2.2	-1	-1	-0.3
93	C/C(=N\Nc1nnc2c(n1)[nH]c1ccccc12)c1ccccc1O	-1.0	9	23	-0.4
94	CCOC(=O)c1c(/N=c2\oc3ccc(OC)cc3cc2-c2nc3ccccc3[nH]2)sc2c1CCCC2	0.7	-5	-5	-0.1
95	COc1cccc(/C=N/NC(=O)CNc2cccc(Cl)c2)c1O	7.2*	17	12	-0.1
96	Cc1ccnc(NC(=O)c2ccc(C)c([N+](=O)[O-])c2)c1	-6.7	-32	-2	0.4
97	Cc1c(Cl)ccc2sc(N3CCN(C(=O)c4ccc(F)cc4)CC3)nc12	1.7	3	6	-0.1
98	Cc1cc2cc(NC(=O)c3ccco3)ccc2[nH]1	-2.1	-57	-10	0.0

Four entries from above, as labelled records.
86) O=C(Nc1nccc(-c2ccccc2Oc2ccccc2)n1)C1CCOC1 (configuration not stated)
  GPR151 ag: -1.5
  TEAD-YAP inh: -2
  MITF inh: 7
  FBW7 act: 0.7
87) CC(C)n1c(N2CCN(C(=O)Nc3ccc(Cl)cc3)CC2)nc2ccccc21
  GPR151 ag: -0.9
  TEAD-YAP inh: 6
  MITF inh: -6
  FBW7 act: 0.0
88) COc1ccc(-c2csc(NC(=O)COc3ccc(Cl)cc3)n2)cc1
  GPR151 ag: -0.2
  TEAD-YAP inh: -6
  MITF inh: -5
  FBW7 act: -0.1
89) COc1cccc(-c2nc3ccccc3c(=O)n2NC(=O)/C=C/c2ccccc2Cl)c1
  GPR151 ag: -1.1
  TEAD-YAP inh: -3
  MITF inh: -1
  FBW7 act: -0.1

Screening data deposited in PubChem by The Scripps Research Institute Molecular Screening Center.
